From PubChem
Bim-Bcl-B = disrupts Bim peptide binding to human Bcl-B | Q9HD36 | bead-based flow cytometry | inhibition, % at 10 µM | actives 0.073% (n = 190,000);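 note: 0% = tracer peptide without compound and 100% = reference inhibitor peptide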
RGS8-Gao reg = regulators of human RGS8-Galphao interaction; multiplexed bead flow cytometry, RGS8-Galphao binding; actives lie on both sides; response (percent of control binding), % at 10 µM; actives 0.34% (n = 220,000); in the data active = response below about 60% or above about 140%; inactive = in between;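 note: Galphao activated as the GDP aluminium fluoride complex binding bead-coupled RGS8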
RGS7-Gao = modulates binding of RGS7 to human Galphao; Multiplexed bead flow cytometry; actives lie on both sides; actives 0.35% (n = 220,000); P09471; AID 1439; binding response (% of control), % at 10 µM; in the data active = binding response below about 49% or above about 150%; inconclusive = no clear call, values can overlap the other calls; inactive = in between;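 note: fluorescent Galphao held in activated GDP-AlF4 state binding bead-coupled RGS7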
Bim-Bcl-XL = inhibitors of Bim-Bcl-XL interaction, human | Q07817 | Bim peptide-Bcl-XL binding, bead flow cytometry, fluorescence | inhibition, % at 10 µM | actives 0.04% (n = 190,000) | AID 1007
GSH bead fluor = GSH bead compound fluorescence profile; GSH beads flow cytometry, compound fluorescence 488/530 nm; stronger effect = higher value; fluorescence (KMESF) at 10 µM; actives 0.25% (n = 190,000); AID 1776; in the data active = fluorescence above about 89;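 note: glutathione beads carrying GST-tagged Bcl family fusion proteins plus one bare bead set; values are compound well signal with DMSO vehicle wells as background; inactives centre near 16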
RGS4-Gao reg = modulates binding of RGS4 to human Galphao. P09471. Multiplexed bead flow cytometry; actives lie on both sides. binding response (% of control), % at 10 µM. actives 0.33% (n = 220,000); in the data active = binding response below about 49% or above about 150%; inactive = in between;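 note: fluorescent Galphao activated with aluminum fluoride binding bead-coupled RGS4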
ABCB1 block = human ABCB1 inhibition, ABCG2 as counter-screen. CCRF-Adr cells, JC-1 efflux, flow cytometry. AID 1326. P08183. actives 0.067% (n = 190,000). inhibition, % at 6.6 µM; in the data active = inhibition above about 40%;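 note: 0% = vehicle and 100% = reference inhibitor; higher value means more JC-1 retained so stronger ABCB1 efflux block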
Bcl-2 Bim block = disrupts Bim peptide binding to human Bcl-2; P10415; Bead-based flow cytometry, Bim peptide-Bcl-2 binding; AID 950; actives 0.06% (n = 190,000); inhibition, % at 10 µM; in the data active = inhibition above about 40%; inconclusive = no clear call, values can overlap the other calls;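 note: 0% = no compound wells with probe peptide and 100% = reference peptide inhibitor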
Target sequence (P10415 whole entry, looked up): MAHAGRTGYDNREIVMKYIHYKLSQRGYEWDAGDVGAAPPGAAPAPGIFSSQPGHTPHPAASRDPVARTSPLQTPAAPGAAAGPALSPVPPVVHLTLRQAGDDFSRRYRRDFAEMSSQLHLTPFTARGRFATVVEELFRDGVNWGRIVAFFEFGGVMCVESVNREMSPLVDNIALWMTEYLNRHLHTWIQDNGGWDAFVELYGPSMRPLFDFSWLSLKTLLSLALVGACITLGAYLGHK
Bfl-1 Bim block = disrupts Bim binding to human Bfl-1; actives 0.12% (n = 190,000); Q16548; inhibition, % at 10 µM; AID 1008; Bead-based flow cytometry, Bim-Bfl-1 binding inhibition;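 note: 0% = wells without compound plus tracer and 100% = blocker peptide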
Bim-Bcl-W = human Bim-Bcl-W interaction inhibition; bead-based flow cytometry, Bim peptide-Bcl-W binding; Q92843; inhibition, % at 10 µM; actives 0.02% (n = 190,000);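 note: 0% = bound tracer without compound and 100% = peptide blocker; higher means less fluorescent Bim peptide bound to Bcl-W beads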
Target sequence (Q92843 whole entry, looked up): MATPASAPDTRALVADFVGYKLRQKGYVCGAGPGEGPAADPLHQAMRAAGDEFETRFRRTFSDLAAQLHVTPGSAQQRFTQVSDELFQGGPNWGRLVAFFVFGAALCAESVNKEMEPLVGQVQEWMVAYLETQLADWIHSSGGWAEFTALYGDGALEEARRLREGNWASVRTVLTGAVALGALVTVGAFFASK
ABCG2 block = inhibitors of human ABCG2 transporter, ABCB1 counter-screen | Q9UNQ0 | IgMXP3 cells, JC-1 efflux, flow cytometry | inhibition, % at 6.6 µM | actives 0.1% (n = 190,000) | AID 1325;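 active = inhibition above 80%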;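 note: 0% = DMSO and 100% = nicardipine control wells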
Target sequence (Q9UNQ0 whole entry, looked up): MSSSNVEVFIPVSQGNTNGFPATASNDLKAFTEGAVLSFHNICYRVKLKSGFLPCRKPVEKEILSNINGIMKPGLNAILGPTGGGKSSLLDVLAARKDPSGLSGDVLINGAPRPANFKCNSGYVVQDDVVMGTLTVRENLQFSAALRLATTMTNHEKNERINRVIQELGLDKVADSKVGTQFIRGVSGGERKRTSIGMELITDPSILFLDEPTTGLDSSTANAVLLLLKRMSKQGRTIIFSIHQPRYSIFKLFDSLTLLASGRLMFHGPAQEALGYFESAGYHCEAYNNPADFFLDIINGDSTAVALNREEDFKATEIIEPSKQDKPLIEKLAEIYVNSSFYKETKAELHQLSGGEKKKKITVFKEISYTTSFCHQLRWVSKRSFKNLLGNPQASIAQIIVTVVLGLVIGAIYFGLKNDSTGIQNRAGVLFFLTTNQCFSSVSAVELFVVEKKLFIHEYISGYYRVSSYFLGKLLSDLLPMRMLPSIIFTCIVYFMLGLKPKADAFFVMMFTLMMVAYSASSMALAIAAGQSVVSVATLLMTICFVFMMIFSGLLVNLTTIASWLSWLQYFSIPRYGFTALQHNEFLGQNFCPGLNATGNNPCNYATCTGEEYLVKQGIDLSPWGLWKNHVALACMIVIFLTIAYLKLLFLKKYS
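test system = two drug-resistant human cell lines, ABCG2 and ABCB1 | amount = 3 million cells/mL final, two lines in 1:1 ratio | reagent = JC-1 transporter substrate | doses = one concentration, 6.6 µM final | incubation = 10 min at 25 °C | signal = flow cytometric JC-1 green MFI at 530 nm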
* marks the source's active call; other numbers are inactive results; u = inconclusive; x = not tested or not shown; [ ] = another dose, or the depositor's remark. Cut-off read from the data, not from the text of the source, unless noted: active = inhibition above about 40%.

SMILES	Bim-Bcl-B	RGS8-Gao reg	RGS7-Gao	Bim-Bcl-XL	GSH bead fluor	RGS4-Gao reg	ABCB1 block	Bcl-2 Bim block	Bfl-1 Bim block	Bim-Bcl-W	ABCG2 block
OC1CCCN(C(=S)NCc2ccccc2)C1 (stereo not drawn)	-14	104	105	1	21	102	-0.3	-2	0	0	-2
COCCCNc1nc2nonc2nc1N1CCN(C2CCCC2)CC1	-4	102	99	-2	12	100	-0.1	0	-4	2	1
CCCCOC(=O)C1CCC[C@@H](C)N1 (stereo partly drawn)	-10	101	99	-5	12	100	1.3	-10	-12	-3	6
CC(C)OC(=O)c1c(NC(=O)c2cnn3c2NC(c2ccccc2)CC3C(F)F)sc2c1CCCC2 (stereo not drawn)	-12	98	96	3	26	96	0.5	-12	-21	0	3
c1csc(-c2ncc3ccccn23)c1	0	101	98	2	12	98	0.1	-4	4	0	1
CCCNC(=O)CN(c1cccc(F)c1)S(C)(=O)=O	-5	155*[activator]	117	-4	15	126	0.5	-4	-2	-3	7
Cc1c(C(=O)NC2CC2)oc2ccc(S(=O)(=O)N3CCCCCC3)cc12	-3	101	96	-7	11	94	1.2	-6	-1	-6	2
O=C1c2ccccc2C(=O)N1CCc1csc(-c2cccc(F)c2)n1	-9	101	101	-6	35	101	0.5	-4	-17	-1	10
COCc1ccccc1Cn1cnc2c1c(=O)n(C)c(=O)n2C	-4	99	98	-4	20	96	-2.7	2	-2	0	-1
CCSc1nnc(C)n1-c1ccc(C(=O)O)cc1	1	97	94	-3	52	90	0.2	-1	-4	-2	0

The last three entries of the part above lead into the next:
SMILES	Bim-Bcl-B	RGS8-Gao reg	RGS7-Gao	Bim-Bcl-XL	GSH bead fluor	RGS4-Gao reg	ABCB1 block	Bcl-2 Bim block	Bfl-1 Bim block	Bim-Bcl-W	ABCG2 block
O=C1c2ccccc2C(=O)N1CCc1csc(-c2cccc(F)c2)n1	-9	101	101	-6	35	101	0.5	-4	-17	-1	10
COCc1ccccc1Cn1cnc2c1c(=O)n(C)c(=O)n2C	-4	99	98	-4	20	96	-2.7	2	-2	0	-1
CCSc1nnc(C)n1-c1ccc(C(=O)O)cc1	1	97	94	-3	52	90	0.2	-1	-4	-2	0
O=C(O)c1cccc(-n2cnnn2)c1	-1	102	104	-4	27	103	0.3	0	0	1	-2
O=C1C(Cl)=C(N2CCN(c3ccccc3[N+](=O)[O-])CC2)C(=O)c2ccccc21	-17	97	94	1	6	97	-0.1	15	68*	27	-3
COc1ccc(-c2csc(NC(=O)COC(=O)C3=COCCO3)n2)cc1	-1	105	112	0	11	111	-0.2	-3	-5	-3	1
O=C(COc1ccc(Cl)cc1)N1CCN(c2ccc([N+](=O)[O-])c(N3CCOCC3)c2)CC1	-5	101	103	-5	9	102	2.2	-1	0	0	25
Cc1ccc(C)c(N2CC(C(=O)O)CC2=O)c1 (stereo not drawn)	-4	102	108	0	24	98	0.4	-2	-6	0	1
O=C(Nc1ccc(F)cc1)C1CCCCC1	-1	94	87	-3	22	85	-2.6	-1	-4	-2	1
Cn1cc(C(=O)c2cccc(Cl)c2Cl)cc1C#N	-3	99	u	-2	18	97	0.3	-3	-4	0	5
CCCOc1ccc(C(=O)N/N=C/c2ccc(-c3ccc(S(=O)(=O)Nc4ncccn4)cc3)o2)cc1	2	101	101	-1	8	105	-1.0	2	0	-1	-3
O=C1CCC(CCC(=O)N2CCCC(C(=O)c3ccc4c5c(cccc35)CC4)C2)=NN1 (stereo not drawn)	-1	98	88	-2	9	91	1.2	0	4	-2	5
COC(=O)c1cc(OC)c(OC)cc1NC(=O)Nc1cccc(C(C)=O)c1	77*	100	102	10	9	101	0.1	85*	62*	3	0
COc1cc(/C=N/NC(=O)C(C)Nc2n[nH]c(=O)[nH]c2=O)cc(OC)c1O (stereo not drawn)	-14	99	99	-4	11	101	1.0	-5	-1	-2	-10
O=S(=O)(Nc1nc2ccc(S(=O)(=O)N3CCCCC3)cc2s1)c1ccccc1	-9	108	102	-8	55	110	-0.5	-5	-10	-2	-2
Cc1nc2sc(C(c3ccco3)N3CCOCC3)c(O)n2n1 (stereo not drawn)	-9	103	101	-5	24	102	1.0	-2	-3	-5	4
O=c1cc(CN2CCN(c3cccc(Cl)c3)CC2)c2cc(O)c(-c3ccccc3)cc2o1	-8	107	101	-3	34	100	-0.1	-6	-6	-1	-1
CCCCOP(=O)(c1ccc(N(C)C)cc1)C(O)c1cccnc1 (stereo not drawn)	-6	104	103	-7	25	103	0.1	-4	-16	-1	0
CSc1ccc(C2C(C#N)=C(N)Oc3cc4c(cc32)OCO4)cc1 (stereo not drawn)	0	101	98	-4	11	99	0.3	0	2	0	4
COc1ccc(C2=NN(C(=O)CN3CCCCC3)C(c3ccc(C)cc3)C2)cc1 (stereo not drawn)	-2	102	u	-1	18	105	0.4	-2	-4	0	2
COC(=O)c1ccc(Cl)c(NC(=O)CN2CCN(C)CC2)c1	0	100	100	-4	20	98	0.1	1	-2	-1	0
O=C(NCc1ccco1)c1ccc(-c2ccc(Cl)cc2)o1	-10	102	102	-2	8	101	0.2	-1	-4	0	4
NS(=O)(=O)c1ccc(CCNC(=O)c2ccccc2[N+](=O)[O-])cc1	0	113	109	1	11	112	2.4	-10	-9	2	6
NC(=O)NC(=O)COC(=O)c1ccccc1Oc1ccccc1	-9	104	103	0	46	103	0.2	-6	-10	3	2
CCCCC(c1nnnn1CCOC)N1CCN(c2cccc(OC)c2)CC1 (stereo not drawn)	-3	101	103	-2	18	107	1.5	-9	-15	-1	41
CCn1c(SCC(=O)NCc2cccs2)nc2c1c(=O)n(C)c(=O)n2C	-8	111	103	-10	25	115	0.1	-11	-13	-3	20
COc1ccc(NC(=O)C2CCC(CNS(=O)(=O)c3cccs3)CC2)cc1OC (stereo not drawn)	1	100	99	4	14	103	-1.3	0	0	1	33
CCOc1ccccc1NC(=O)C1CCN(S(=O)(=O)c2c(C)nn(C)c2C)CC1	-3	104	90	0	22	103	0.4	-3	-8	1	5
COc1ccc(NC(=S)NCCc2c[nH]c3ccccc23)cc1	-12	102	100	-5	13	99	-0.2	-8	1	-3	0
CC(C)(C)C(=O)c1cn(CC(=O)O)c2ccccc12	0	100	99	-4	12	97	0.1	-5	-4	-3	0
Cc1ccnc(SCC(=O)c2ccc(Br)cc2)c1C#N	-10	97	96	-6	22	97	-1.8	-1	0	-2	13
CS(=O)(=O)Nc1ccc(C(=O)NCc2ccccn2)cc1	-6	105	101	4	23	100	0.6	-2	-1	1	1
Cc1ccc(N(CC(=O)NC(C)c2ccccc2)S(=O)(=O)c2cccs2)cc1 (stereo not drawn)	-6	96	92	-7	27	92	1.0	-8	-17	0	9
COc1ccc(/C=N/NC(=O)CSc2n[nH]c(=O)[nH]c2=O)cc1	-6	102	101	0	18	103	0.8	0	-17	-3	1
COc1ccc(Cl)cc1NC(=O)N1CCN(CCc2ccccc2)CC1	-5	102	100	-1	31	102	0.9	-7	-10	0	3
Cc1ccc(Nc2nc(CSc3nnc(-c4cccnc4)n3-c3ccccc3C)cs2)cc1	14	133	111	32	3	111	3.1	29	42*	25	0
CCN1C(=O)C(CC(=O)Nc2ccc(F)cc2)N(Cc2cccs2)C1=S (stereo not drawn)	4	100	u	-1	16	100	0.3	1	5	0	4
NC(=O)C1Cc2ccccc2CN1S(=O)(=O)c1cccs1 (stereo not drawn)	-8	103	u	-7	16	99	0.8	-8	-9	-5	28
O=C(C[n+]1ccccc1)Nc1cc(C(F)(F)F)ccc1Cl	-2	86	97	-1	6	95	0.1	-3	0	-1	1
CCCCn1c(SCC(=O)N2CCOCC2)nnc1-c1cccs1	-1	104	105	0	13	103	-0.2	-7	-8	3	-1
COc1cc(/C=C2\SC(=S)N(CCC(=O)Nc3ccccc3)C2=O)cc(OC)c1OC	-9	103	93	0	23	100	-0.2	-3	-8	-1	0
COc1ccccc1Oc1ccc(N/C=C/C(=O)c2ccc(C)o2)cc1	0	104	98	0	15	107	0.3	0	-2	-2	0
O=C(Nc1nc2c(ccc3ccccc32)s1)c1cc([N+](=O)[O-])ccc1N1CCOCC1	0	101	u	1	10	103	-1.3	-4	-4	0	-4
CSc1nnc(Cc2sc(-c3ccccc3)nc2-c2ccccc2)o1	-12	106	106	-4	35	106	0.9	-7	-13	-2	21
O=C(CCc1nnc(Cc2cccc(C(F)(F)F)c2)o1)NCC(F)(F)F	-5	103	100	-6	9	102	0.0	-9	-7	-3	0
O=[N+]([O-])c1nn(-c2ccc3c(c2)OCCO3)n(O)c1=Nc1ccccc1	-3	103	101	-2	5	102	0.7	1	2	-2	7
COc1ccc(NC(=O)Cn2nnc(-c3ccccc3F)n2)cc1Cl	-6	99	98	-1	8	101	0.1	-2	-12	4	0
Cc1cc(C(=O)Nc2cccc3ncccc23)no1	-8	101	98	-11	28	100	-0.3	-11	-20	-3	18
Cc1ccc(C)c(S(=O)(=O)N2CCN(CC(=O)Nc3ccc4c(c3)OCCO4)CC2)c1	-5	105	102	-1	13	101	0.4	-3	-11	4	4
Cc1ccc(CCNC(=O)C2CCCN(C(=O)c3cc4sccc4n3C)C2)cc1 (stereo not drawn)	1	94	95	0	28	96	1.1	-4	0	1	4
Cn1c(-c2ccccc2)c(C=O)c2ccccc21	-1	99	106	-2	9	101	0.8	-1	-7	0	5
COc1ccccc1NC(=O)c1ccc2nc(N3C(=O)CCC3=O)sc2c1	-2	106	103	0	22	107	0.1	0	-1	1	1
O=C(CO/N=C/c1ccccc1OC(F)F)NCc1cccs1	-5	91	101	-4	12	95	1.9	-4	0	-1	x

Quoted at random: 2 compounds from above, in no set order.
SMILES	Bim-Bcl-B	RGS8-Gao reg	RGS7-Gao	Bim-Bcl-XL	GSH bead fluor	RGS4-Gao reg	ABCB1 block	Bcl-2 Bim block	Bfl-1 Bim block	Bim-Bcl-W	ABCG2 block
Cn1c(-c2ccccc2)c(C=O)c2ccccc21	-1	99	106	-2	9	101	0.8	-1	-7	0	5
CSc1nnc(Cc2sc(-c3ccccc3)nc2-c2ccccc2)o1	-12	106	106	-4	35	106	0.9	-7	-13	-2	21

Next compounds.
SMILES	Bim-Bcl-B	RGS8-Gao reg	RGS7-Gao	Bim-Bcl-XL	GSH bead fluor	RGS4-Gao reg	ABCB1 block	Bcl-2 Bim block	Bfl-1 Bim block	Bim-Bcl-W	ABCG2 block
COc1cccc(CC2(CO)CCCN(Cc3ccc(-c4ccco4)cc3)C2)c1 (stereo not drawn)	-1	98	101	1	10	104	-0.6	1	5	5	-1
Cn1cccc1C(=O)OCC(=O)NC1CCS(=O)(=O)C1 (stereo not drawn)	-4	99	97	3	24	102	-0.3	-2	-1	2	3
Cc1cc(N=Cc2cc(Cl)ccc2O)no1	0	101	101	1	22	104	1.0	-1	0	0	4
Cn1cc(Br)c(C(=O)NNC(=O)c2cccc(Br)c2)n1	0	97	99	0	15	100	0.1	-1	-2	0	0
CCCc1nnc(SCC(=O)N2CCCC2)n1Cc1ccco1	0	101	109	-2	18	102	-0.3	0	4	-4	0
CCOC(=O)c1c(C)c(C(=O)Nc2ccccc2)c(C)n1CC	0	97	91	-3	15	89	1.7	-7	0	-3	7
COc1cccc(-c2nc3ccccc3c(=O)n2NC(=O)c2cccnc2Cl)c1	-3	91	94	-4	6	85	0.0	-1	0	0	3
